Screening data from PubChem BioAssay.
PP1 counter: counter-screen for PP5 inhibitors: inhibitors of human PP1-alpha; P62136; inhibition, % at 6.7 µM; 0.9% of 320,000 active; purified PP1alpha, OMFP fluorescence; AID 2235;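 active = inhibition above the mean inhibition of all tested compounds plus 3 SD, computed separately for each screening campaign, cut at about 15% in these data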
Target sequence (P62136 whole entry, looked up): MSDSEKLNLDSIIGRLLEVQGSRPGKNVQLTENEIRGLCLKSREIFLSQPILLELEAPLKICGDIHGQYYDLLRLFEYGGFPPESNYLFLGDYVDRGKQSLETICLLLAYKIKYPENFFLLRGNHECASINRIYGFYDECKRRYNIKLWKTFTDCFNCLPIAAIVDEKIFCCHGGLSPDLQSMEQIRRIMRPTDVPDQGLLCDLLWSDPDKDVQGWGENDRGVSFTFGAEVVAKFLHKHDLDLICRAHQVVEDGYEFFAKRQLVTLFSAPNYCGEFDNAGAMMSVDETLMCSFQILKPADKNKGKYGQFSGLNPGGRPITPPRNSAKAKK
CTSL1 counter: cathepsin L1 inhibition, PFM18AAP counter-screen; recombinant F. hepatica cathepsin L1, Z-Leu-Arg-MCA fluorescence; inhibition, % at 5.96 µM; AID 1906; 0.49% of 300,000 active;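 active = inhibition above the mean of all tested compounds plus 3 SD, set per screening campaign, cut at about 17% in these data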;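 note: 0% = plate median of test compound wells and 100% = 1 µM Z-Phe-Ala-diazomethylketone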
PP5 inh: blocks human protein phosphatase 5 activity; purified PP5c, OMFP substrate fluorescence; inhibition, % at 6.7 µM; 0.18% of 320,000 active; AID 1987;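 active = inhibition above the campaign's mean inhibition across all tested compounds plus 3 SD, cut at about 9.5% in these data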;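 note: 0% = DMSO only and 100% = 100 µM cantharidin control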
ZTA DNA inh: blocks Epstein-Barr virus ZTA, an EBNA-1 counter-screen. ZTA-DNA binding, fluorescence polarization. inhibition, % at 11 µM. 0.15% of 320,000 active. AID 2234; in the data active = inhibition above about 33%
TPT1 inhibitor: C. albicans TPT1 enzyme inhibition. AID 1962. inhibition, % at 5 µM. 0.81% of 300,000 active. recombinant caTPT1, FP RNA substrate dephosphorylation;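 active = inhibition above the mean of all tested compounds plus 3 SD, set per screening campaign, cut at about 24% in these data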;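 note: plate controls were DMSO alone for no effect and ferristatin control at 100 nM for full effect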
PREPL inhibitor: inhibits the human prolyl oligopeptidase-like enzyme | Q4J6C6 | recombinant PREPL, fluorescence polarization activity-based probe | inhibition, % at 5.96 µM | 0.68% of 320,000 active; in the data active = inhibition above about 43%;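 note: 0% = enzyme with DMSO and 100% = wells lacking enzyme; many of its hits are not listed in these tables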
Target sequence (Q4J6C6 whole entry, looked up): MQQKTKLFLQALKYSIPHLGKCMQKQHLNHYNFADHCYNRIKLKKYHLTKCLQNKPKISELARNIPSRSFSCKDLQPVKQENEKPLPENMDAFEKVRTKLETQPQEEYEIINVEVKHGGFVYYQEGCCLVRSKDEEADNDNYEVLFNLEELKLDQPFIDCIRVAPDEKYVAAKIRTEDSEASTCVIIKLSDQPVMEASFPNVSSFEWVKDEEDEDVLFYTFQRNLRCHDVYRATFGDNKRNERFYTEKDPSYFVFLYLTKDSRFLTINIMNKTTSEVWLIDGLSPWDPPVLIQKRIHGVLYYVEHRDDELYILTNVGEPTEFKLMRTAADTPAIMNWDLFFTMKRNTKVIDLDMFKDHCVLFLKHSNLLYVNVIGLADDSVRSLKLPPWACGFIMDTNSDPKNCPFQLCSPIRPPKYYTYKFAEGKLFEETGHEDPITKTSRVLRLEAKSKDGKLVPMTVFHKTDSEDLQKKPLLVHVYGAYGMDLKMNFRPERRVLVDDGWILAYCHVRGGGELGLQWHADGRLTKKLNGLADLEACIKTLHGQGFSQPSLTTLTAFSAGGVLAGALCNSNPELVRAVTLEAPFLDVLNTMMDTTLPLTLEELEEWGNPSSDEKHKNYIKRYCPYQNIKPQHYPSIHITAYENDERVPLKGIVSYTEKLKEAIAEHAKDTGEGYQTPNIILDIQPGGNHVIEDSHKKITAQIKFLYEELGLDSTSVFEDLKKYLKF
Efflux pump mplx: blocks antifungal efflux pumps in multiplex yeast assay. inhibition, % at 10 µM. AID 485275. S. cerevisiae Candida pump triplex, Nile Red efflux. 0.44% of 330,000 active;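 active = plate passing quality check with inhibition over a set limit, or well fluorescence over plate mean plus 4 SD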;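 note: Nile Red retained in pooled yeast measured as flow cytometry median fluorescence; 0% = buffer negative control and 100% = Enniatin B positive control; higher means more Nile Red kept so more efflux inhibition; some compounds called inactive have numbers as strong as hits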
HCV core dimer: blocks dimerization of HCV core protein | TR-FRET GST/Flag-core106 dimerization, 1536-well | inhibition, % at 5 µM | 0.33% of 300,000 active | AID 1899;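 active = inhibition above the mean of all tested compounds plus 3 SD, set per screening campaign, cut at about 45% in these data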
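Assay system – GST-tagged and Flag-tagged HCV core protein residues 1-106 · Quantity – core106 proteins, GST 13.5 nM and Flag 17 nM · Benchmarks – unlabelled core106 and no-GST-core106 wells · Read-out basis – percent inhibition of core106 dimerization signal · Detection – time-resolved FRET, ex 340 nm, em 617 and 671 nm · Schedule – 4 h at 22.5 °C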
EBNA-1 inhibitor: blocks EBNA-1 binding to DNA | EBNA-1 DNA binding, fluorescence polarization | inhibition, % at 14.8 µM | 0.34% of 300,000 active; in the data active = inhibition above about 28%
Starred values were filed as active, the others as inactive; / = not tested or not shown. These rows are one share of the data (hit frequency here may not be typical).

Start of the listing, in advance (two entries):
SMILES	PP1 counter	CTSL1 counter	PP5 inh	ZTA DNA inh	TPT1 inhibitor	PREPL inhibitor	Efflux pump mplx	HCV core dimer	EBNA-1 inhibitor
O=C(/C=C/N1CCN(Cc2ccccc2)CC1)C(F)(F)F	2	2	-0.8	-5	0	3	0.0	1	-3
CC(C)COc1ccc(C(=O)Nc2ccc(NC(=O)c3ccco3)c(Cl)c2)cc1	-5	0	-0.2	-6	-3	-4	-0.1	-4	17

All compounds of this part (from the top)
SMILES	PP1 counter	CTSL1 counter	PP5 inh	ZTA DNA inh	TPT1 inhibitor	PREPL inhibitor	Efflux pump mplx	HCV core dimer	EBNA-1 inhibitor
O=C(/C=C/N1CCN(Cc2ccccc2)CC1)C(F)(F)F	2	2	-0.8	-5	0	3	0.0	1	-3
CC(C)COc1ccc(C(=O)Nc2ccc(NC(=O)c3ccco3)c(Cl)c2)cc1	-5	0	-0.2	-6	-3	-4	-0.1	-4	17
CN1CCN(C(=O)NC2CCCN2S(=O)(=O)c2ccc(Cl)cc2)CC1 (centres undefined)	-4	0	2.1	2	-5	-3	0.1	-5	-10
CCOC(=O)N1CCC(N2CCN(C3CCCC3)C(CCO)C2)CC1 (centres undefined)	-2	-2	-0.4	17	-8	14	0.1	0	9
CN(C)S(=O)(=O)N1CCN(CC(=O)Nc2ccc(F)cc2)CC1	0	3	-4.5	-20	1	1	0.0	-2	8
CCCCOC(=O)c1cc(=O)[nH]c(=O)[nH]1	-5	3	3.4	-4	-1	10	0.1	-3	-6
Cc1ccc(C2CC(=O)NC(SCC(=O)Nc3nccs3)=C2C#N)cc1 (centres undefined)	1	2	2.9	-4	-3	14	0.0	2	11
Cc1ccc(OCC(=O)Nc2ccc(N3CCOCC3)cc2)c([N+](=O)[O-])n1	4	-3	-0.1	-5	3	4	0.0	-1	1
c1csc(-c2nc3nc4ccccc4nc3n2Cc2ccc3c(c2)OCO3)c1	3	4	5.1	3	-1	0	0.3	30	-9
CN1CN=C(NS(=O)(=O)c2ccc([N+](=O)[O-])cc2)NC1	-3	1	3.4	-4	-4	15	-0.1	-16	1
O=C(CCc1ccccc1)N=C1SC2CS(=O)(=O)CC2N1c1ccccc1 (centres undefined)	-3	-1	1.0	2	-2	13	-0.3	-2	-8
Cc1c(CCO)c(=O)n2c([nH]c3ccccc32)c1C#N	1	6	2.2	2	-2	-2	-0.1	-20	3
Cc1ccc(Cn2c(=N)c(C(=O)NC3CCCCC3)cc3c(=O)n4ccccc4nc32)cc1	-6	-4	-0.8	-5	0	-2	0.3	10	4
O=C(NCCc1c[nH]c2ccccc12)C1CCN(S(=O)(=O)c2ccccc2F)CC1	-3	-3	1.9	-1	-1	9	0.0	0	-3
CCC(C)(C)NC(=O)C1CCN(c2nc(OC)nc(OC)n2)CC1	2	1	-1.9	18	-1	4	0.0	1	4
Cc1nn(-c2ccccc2)cc1/C=N/NS(=O)(=O)c1ccccc1	-1	-3	0.7	-19	-3	16	0.0	-7	-3
CCS(=O)(=O)N1CCN(c2ccc(C(=O)NC3C4CC5CC(C4)CC3C5)cc2[N+](=O)[O-])CC1 (centres undefined)	-2	1	-3.8	7	-1	3	0.1	9	-1
O=C(Cc1c(O)c2ccccc2oc1=O)c1ccc(F)cc1	3	/	-0.9	4	/	3	0.0	/	/
COc1ccccc1NC(=O)N(CCCN1CCOCC1)Cc1cc2cc3c(cc2[nH]c1=O)OCO3	0	2	1.5	-9	-3	4	-0.1	-4	-6
Cc1cccc(C(C)C)c1NC(=O)C1CN(S(=O)(=O)c2ccccc2)CCN1S(=O)(=O)c1ccccc1 (centres undefined)	-1	0	1.6	10	1	35	-0.2	12	2
CN1CCN(C(=O)C2CC(=O)N(c3ccc(Cl)cc3)C2)CC1 (centres undefined)	-5	2	-2.3	12	-1	11	0.1	11	1
CC1CC(C)CN(C(=O)CN2C(=O)NC(c3ccccc3)(c3ccccc3)C2=O)C1 (centres undefined)	-4	/	3.0	-17	/	-5	-0.1	/	/
Cc1ccc(NC(=S)NNC(=O)Cn2nc([N+](=O)[O-])cc2C)cc1	-3	5	0.7	-11	0	4	0.1	-3	-1
O=[N+]([O-])c1cc2c(cc1C=Nc1ccccc1)OCO2	2	-1	0.1	-12	0	2	-0.1	10	0
Cc1cc(C(=O)N/N=C/c2c(C)nn(-c3ccccc3)c2C)n[nH]1	-3	1	-0.2	-4	1	-2	-0.1	-1	5
COc1ccccc1OCC(=O)Nc1nc(C)c(C)s1	-5	-2	1.9	-5	3	-3	0.0	7	6
CCNC(=O)/C(C#N)=C/c1c(N(Cc2ccccc2)Cc2ccccc2)nc2ccccn2c1=O	2	2	3.5	-19	1	11	0.8	19	6
Cc1ccc(N=Cc2c(O)n(-c3nccs3)c(=O)c3ccccc23)c(C)c1	-3	-1	2.3	11	-1	7	-0.1	13	4
COC(=O)Cc1ccc(NC(=S)NNC(=O)c2ccccc2Br)cc1	0	-3	0.1	-11	-1	4	-14	-7	5
Cc1ccc(C(=O)CCC(=O)Nc2ccccc2C)c(C)c1	-1	-3	3.7	-18	1	3	-0.1	-7	-1
CCOC(=O)c1cc2c(n(-c3ccccc3)c1=O)CC(C)(C)CC2=O	0	-1	0.8	13	-3	6	-0.1	-1	7
COc1ccc(N2C(=O)C(F)(F)C2c2ccc(C)cc2)cc1OC (centres undefined)	-3	3	-0.2	-4	-1	11	-0.1	-1	12
COc1cccc(OCCNC(=O)c2cc([N+](=O)[O-])cc([N+](=O)[O-])c2)c1	-3	1	-1.9	4	-1	3	-0.1	0	3
O=C(COc1cc2oc(=O)c3c(c2cc1Cl)CCC3)NCCCn1ccnc1	0	3	2.8	3	0	-2	0.0	9	7
O=C(CSCc1ccccc1)NCCc1ccc(F)cc1	1	-21	2.4	-2	1	-16	0.0	-1	-4
O=C(NNC(=O)c1ccco1)c1ccccc1	-2	-2	0.2	-3	-4	0	0.2	-4	0
Cn1c(=O)cc(OCCCC(=O)NCc2ccccn2)c2ccccc21	-1	-1	-1.8	14	0	3	0.1	2	12
O=C(Nc1ccc(N2CCOCC2)cc1)c1cccnc1	0	-1	-0.1	16	6	-1	0.1	-9	0
CCOC(=O)c1c(NC(=O)C2=C(C)NC(=S)NC2c2ccc(C)cc2)sc(C)c1C (centres undefined)	7	-2	2.2	8	2	11	0.0	29	-6
CC(C)(CO)NCc1cccc(OCc2ccc(Cl)cc2)c1	0	-3	4.3	-10	3	37	0.1	-5	-7
Cc1ccc(-c2c(C(=O)NCc3ccccc3)oc(=O)c3ccccc23)cc1	0	7	3.1	-2	3	-7	-0.6	13	-4
CCCCn1nc(NC(=O)CCC)c2cc3cc(OC)ccc3nc21	1	6	3.9	-4	-2	6	0.0	-15	1
CSCCC(NC(=O)OCc1ccccc1)C(=O)O (centres undefined)	-2	-1	2.1	-4	-1	3	0.2	5	4
COc1ccccc1N1CCN(c2ncnc3sc(C(=O)NCC4CCCO4)c(C)c23)CC1 (centres undefined)	5	1	4.1	-7	-4	22	0.0	-3	-12
COc1cc(C2c3c(oc4cc(C)c(C)cc4c3=O)C(=O)N2c2cc(C)ccn2)ccc1O (centres undefined)	-3	0	4.1	20	2	6	-0.1	8	0
O=C(N/N=C/c1cccc2nccnc12)c1ccncc1	-2	4	-1.6	5	-4	6	-0.1	-4	0
CC(C)N1CCC2(CC1)C(C#N)=C(N)NC(S)=C2C#N	-5	7	1.6	-1	68*	49*	0.0	-12	3
Cc1nnc(SCC(=O)NC2CCCCCC2)n1C(C)C	3	0	3.1	2	-2	1	-0.3	6	6
O=C(NC1CCCc2ccccc21)c1ccc2c(c1)OCO2 (centres undefined)	-1	-3	0.1	1	-3	-3	0.3	8	0
O=C(c1cccnc1)N(Cc1ccccc1)c1ccccc1	-3	-3	5.3	-3	-1	4	0.1	-1	2
COc1ccc(Br)c(C(=O)OCC(=O)NC2CCCCCC2)c1	0	/	2.2	8	/	5	0.1	/	/
COc1ccccc1NCC(=O)N1CCN(S(=O)(=O)c2ccccc2)CC1	-2	/	6.2	-10	/	18	0.0	/	/
CCOC(=O)c1c(-c2cccs2)csc1NC(=O)CCCC(=O)O	2	-1	-1.0	-11	1	6	-0.1	7	0
CSc1oc(-c2ccc(F)cc2)nc1S(=O)(=O)c1ccccc1	2	-2	4.0	-9	-2	0	-0.1	1	5
Cc1ccc(S(=O)(=O)N2CCN(C(=O)CCC(=O)OCC(=O)Nc3cccc(C#N)c3)CC2)cc1	0	-6	3.5	-13	0	-7	0.0	-1	6
COC(=O)c1ccc(COC(=O)C2CCN(S(=O)(=O)c3c(Cl)cccc3Cl)CC2)o1	2	1	0.5	-12	2	3	-0.1	0	-5
CN1Cc2ccccc2CC1CNCc1c(C(=O)N2CCCC2)nc2ccccn12 (centres undefined)	-4	-1	3.6	-15	-2	4	-0.1	4	-3
Cc1cnc(C(=O)OCC(=O)N=c2sccn2Cc2ccccc2Cl)cn1	-3	-4	1.2	-2	5	-23	0.1	20	12
O=C(COc1ccccc1)N1CCCCCCC1	-2	-1	5.5	-4	0	12	0.1	3	-2
O=S(=O)(O)c1cc(O)c2c(O)c(N=Nc3cc(Cl)ccc3O)c(S(=O)(=O)O)cc2c1	11	2	7.6	18	-4	40	0.0	-98	6
Carrying on:
SMILES	PP1 counter	CTSL1 counter	PP5 inh	ZTA DNA inh	TPT1 inhibitor	PREPL inhibitor	Efflux pump mplx	HCV core dimer	EBNA-1 inhibitor
O=C(CCCn1cc([N+](=O)[O-])cn1)N1CCCCC1	-6	4	1.6	17	1	6	0.0	-2	5
COc1ccc(S(=O)(=O)N(CC(=O)NCC2CCCO2)C2CCCCC2)cc1OC (centres undefined)	-1	-1	2.6	0	0	5	0.1	4	-15
Cc1c(O)c(=O)ccn1Cc1ccccc1	-1	-4	0.6	10	-1	-5	/	-6	-6
CC(=O)c1ccc(NC(=O)c2ccc3nc(-c4ccco4)c(-c4ccco4)nc3c2)cc1	34*	-2	-2.5	3	6	30	0.0	78*	26

A draw from above in order of heavy-atom count, ascending.
SMILES	PP1 counter	CTSL1 counter	PP5 inh	ZTA DNA inh	TPT1 inhibitor	PREPL inhibitor	Efflux pump mplx	HCV core dimer	EBNA-1 inhibitor
O=C(CCCn1cc([N+](=O)[O-])cn1)N1CCCCC1	-6	4	1.6	17	1	6	0.0	-2	5
O=C(CCc1ccccc1)N=C1SC2CS(=O)(=O)CC2N1c1ccccc1 (centres undefined)	-3	-1	1.0	2	-2	13	-0.3	-2	-8
Cc1cccc(C(C)C)c1NC(=O)C1CN(S(=O)(=O)c2ccccc2)CCN1S(=O)(=O)c1ccccc1 (centres undefined)	-1	0	1.6	10	1	35	-0.2	12	2

Record cards (already shown). Screens in order: PP1 counter | CTSL1 counter | PP5 inh | ZTA DNA inh | TPT1 inhibitor | PREPL inhibitor | Efflux pump mplx | HCV core dimer | EBNA-1 inhibitor
`COc1ccc(N2C(=O)C(F)(F)C2c2ccc(C)cc2)cc1OC` (centres undefined) is listed with -3 | 3 | -0.2 | -4 | -1 | 11 | -0.1 | -1 | 12
`COc1ccccc1NCC(=O)N1CCN(S(=O)(=O)c2ccccc2)CC1` is listed with -2 | / | 6.2 | -10 | / | 18 | 0.0 | / | /
`Cc1ccc(C(=O)CCC(=O)Nc2ccccc2C)c(C)c1` is listed with -1 | -3 | 3.7 | -18 | 1 | 3 | -0.1 | -7 | -1
`CN(C)S(=O)(=O)N1CCN(CC(=O)Nc2ccc(F)cc2)CC1` is listed with 0 | 3 | -4.5 | -20 | 1 | 1 | 0.0 | -2 | 8
